Screens from PubChem.
GCN5L2 inh: inhibitors of human GCN5L2 histone acetyltransferase; 0.21% of 390,000 active; AID 504327; GCN5L2 HAT assay, ThioGlo1 CoA-SH fluorescence; Q92830; Potency, µM (highest dose often 58.9 µM), for the others: top-dose activity change, negative = inhibition, hits mostly inhibitors
Target sequence (Q92830 whole entry, looked up): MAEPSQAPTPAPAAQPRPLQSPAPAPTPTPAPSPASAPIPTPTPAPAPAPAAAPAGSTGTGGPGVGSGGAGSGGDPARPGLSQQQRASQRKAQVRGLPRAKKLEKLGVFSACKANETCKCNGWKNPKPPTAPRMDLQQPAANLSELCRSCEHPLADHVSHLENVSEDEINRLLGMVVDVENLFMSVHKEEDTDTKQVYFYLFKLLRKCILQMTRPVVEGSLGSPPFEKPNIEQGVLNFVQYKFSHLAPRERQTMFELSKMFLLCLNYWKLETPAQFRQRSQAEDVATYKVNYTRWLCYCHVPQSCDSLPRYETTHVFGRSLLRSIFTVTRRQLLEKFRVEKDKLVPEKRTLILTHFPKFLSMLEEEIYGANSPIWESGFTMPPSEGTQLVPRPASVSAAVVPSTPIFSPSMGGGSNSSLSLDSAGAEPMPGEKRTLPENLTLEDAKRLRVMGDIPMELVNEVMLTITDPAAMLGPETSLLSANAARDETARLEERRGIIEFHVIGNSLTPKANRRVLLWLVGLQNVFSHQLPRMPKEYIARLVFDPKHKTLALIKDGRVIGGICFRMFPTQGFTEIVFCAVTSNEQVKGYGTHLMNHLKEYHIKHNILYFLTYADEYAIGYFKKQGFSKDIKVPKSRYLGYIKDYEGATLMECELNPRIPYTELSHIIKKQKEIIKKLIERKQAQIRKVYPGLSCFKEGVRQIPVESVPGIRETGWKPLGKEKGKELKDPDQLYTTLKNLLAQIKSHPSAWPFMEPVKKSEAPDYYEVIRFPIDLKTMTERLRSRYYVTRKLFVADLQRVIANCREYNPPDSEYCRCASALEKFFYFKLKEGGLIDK
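ThioGlo1-coupled HAT assay: 20nM GCN5L2, 70uM acetyl-CoA, 75uM H3(1-25) peptide, pH 7.5. Fluorescence read at 340/540nm at start and after 20 min at room temperature.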
TDP1 cell noCPT: qHTS for Inhibitors of human tyrosyl-DNA phosphodiesterase 1 (TDP1): qHTS in cells in absence of CPT; AID 686978, 2013; 15% of 420,000 active; DT40 Tdp1-/- hTDP1 cells, no CPT, ATP luminescence, 48 h; Potency, µM (top dose mostly 46.2 µM), for inactives: top-dose activity change, negative = growth inhibition, hits mostly inhibitors; further: nearly all actives have a fitted effect of over 55% in size
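Chicken DT40 Tdp1-/- cells stably complemented with human TDP1 were seeded at 400 cells/well with DMSO in place of 20 nM camptothecin. After compound pinning, cells grew at least 48 hr at 37 °C; viability read by CellTiter-Glo luminescence.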
DT40 TDP1 CPT: growth inhibition of DT40 Tdp1-/-;hTDP1 cells with camptothecin (screen for TDP1 inhibitors); AID 686979; 12% of 420,000 active; chicken DT40 Tdp1-/-;hTDP1 cells + 20 nM CPT, ATP luminescence, 48 h; Potency, µM (titrated, usually from 46.2 µM), without a hit: at the top dose activity change, negative = growth inhibition, most hits filed as inhibitors; further: nearly all actives have a fitted effect of over 55% in size
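Chicken DT40 Tdp1-/- cells stably complemented with human TDP1 were seeded at 400 cells/well in medium containing 20 nM camptothecin, exposed to pin-transferred compounds, and grown at 37 °C for at least 48 hr. Viability was read as ATP luminescence.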
The depositor's hits bear a star; ? = inconclusive; . = not tested or not shown; & = joins results of further samples; [ ] = another dose, or the depositor's remark. The call rests on the fitted dose curve; in most records, active means well fitted curve in the direction sought with a large enough effect; inconclusive means small, poorly fitted or top-dose-only effect, or another doubt; inactive means no such curve, though single readings can be large; an effect the other way counts as inactive or inconclusive. On the % scale 0 is the no-effect control and ±100 the full control effect; potency means the concentration at half of the fitted maximal effect.

The first two records as a preview:
SMILES	GCN5L2 inh	TDP1 cell noCPT	DT40 TDP1 CPT
COC(=O)c1sccc1NC(=O)CSCC(=O)O	-17%	1%	32%[activator]
Cc1cccc(NC(=O)C2CCN(S(=O)(=O)c3cccc4cccnc34)CC2)n1	-9%	?	-12%

The whole of this part, from the first entry:
SMILES	GCN5L2 inh	TDP1 cell noCPT	DT40 TDP1 CPT
COC(=O)c1sccc1NC(=O)CSCC(=O)O	-17%	1%	32%[activator]
Cc1cccc(NC(=O)C2CCN(S(=O)(=O)c3cccc4cccnc34)CC2)n1	-9%	?	-12%
CC(C)(C)c1nc(Sc2ncccc2[N+](=O)[O-])n[nH]1	1%	2%	?
CCOC(=O)C(=O)N(C)c1c(CC)nc2c(OCc3cccc(OC)c3)cccn12	.	-10%	-11%
COc1ccccc1CC(=O)Nc1nc(-c2ccc(F)c(F)c2)cs1	-2%	?	?
CC1CC(C)CN(CCCNC(=O)c2ccc3c(c2)NC(=O)CS3)C1 (centres undefined)	-3%	2%	4%
O=C(NCCc1cccs1)Nc1ccc2nc([C@@H]3O[C@H](CO)[C@@H](O)[C@H]3O)[nH]c2c1	.	-14%	-12%
CCOC(=O)c1ccc(OC(=O)c2cn(-c3cccc(OC)c3)c(=O)c3ccccc23)cc1	-7%	?	?
COc1ccc(C=C(C#N)C#N)c(CSc2ccccn2)c1	-11%	?	?
CCOC(=O)COc1ccc2c(c1)C(=O)CC(C)(c1cccnc1)O2 (centres undefined)	-15%	-14%	-1%
O=C(O)CCCCCNc1ccc2nsnc2c1[N+](=O)[O-]	3%	0%	-10%
CNc1nc(C)c(C(=O)c2ccc(Cl)cc2)s1	-13%	?	-12%
COc1cc(NC(=O)c2cccc(Cl)c2)ccc1NC(=O)c1cccs1	-10%	18µM*	?
CCc1ccc(OCCNC(=O)c2ccc(S(=O)(=O)N(C)C)cc2)cc1	-6%	-13%	-6%
COC(=O)C(C)NC(=O)C1CCCN1S(=O)(=O)c1cc(C)c(Cl)cc1C (centres undefined)	0%	?	?
O=C(C1CCN(C2CCN(C/C(Cl)=C/c3ccccc3)CC2)CC1)N1CCOCC1	-3%	?	?
Cc1nc([N+](=O)[O-])cn1CC(=O)c1ccc2c(c1)OCCO2	.	-7%	-15%
CCCC1CCC(C2=N/C(=C\c3ccc(OC)c(OC)c3)C(=O)O2)CC1 (centres undefined)	3%	?	-29%
CCOC(=O)c1c(NC(=O)COc2ncnc3ccccc23)sc(C)c1CC	-8%	?	?
COc1ccc(C(=O)c2ccc(OC)c3cccc(O)c23)cc1OC	1%	-30%	?
COc1ccc(CC(=O)NCCN2CCCC2)cc1	-4%	1%	11%
CCCCCCC(=O)N=Nc1c(O)[nH]c2ccc([N+](=O)[O-])cc12	2%	?	?
O=C(/C=C/c1ccc([N+](=O)[O-])cc1)NNC(=O)C1CC1	-2%	-2%	-5%
COc1ccc(N2CCN(Cc3cc(=O)oc4ccc5ccccc5c34)CC2)cc1	3%	?	?
Cc1ccc(SCC(=O)Nc2ccc3oc(-c4ccc(F)cc4)nc3c2)cc1	-12%	?	?
CCC(Sc1nc2ccncc2[nH]1)C(=O)Nc1cc(Cl)ccc1C (centres undefined)	2%&-5%	18µM*	29µM*
CCOC(=O)CNS(=O)(=O)c1cc(-c2nn(C)c(=O)c3ccccc23)ccc1C	7%	?	?
COc1ccccc1CNC(=O)Cc1c(C)c2c(cc(C)c3c(C)c(C)oc32)oc1=O	2%	0%	-4%
CC(C)NC(=O)c1onc(CSc2cccc(F)c2)c1C(=O)O	-1%	12%	0%
CCc1cccc(C)c1NC(=O)COC(=O)c1ccc2c(c1)S(=O)(=O)c1ccccc1C2=O	-3%	0%	3%
COc1ccc(Nc2nccc3c2ncn3C)cc1	.	-18%	-16%
COc1ccc(CN(C)c2ncnc(N)n2)cc1	-7%	-10%	7%
CC(C)(C)NC(=O)c1cc(-c2ccccc2)n[nH]1	-1%	-2%	-7%
Cc1c(C(=O)N2CCOCC2)c(S(=O)(=O)Nc2ccc(F)cc2)c(C)n1C	-8%	2%	11%
CC(=O)c1cccc(Nc2nc(-c3cccnc3)cs2)c1	-3%	?	?
O=C(NCc1ccc(F)cc1)c1ccc[nH]1	-2%	-15%	5%

At a glance, some entries already given.
SMILES	GCN5L2 inh	TDP1 cell noCPT	DT40 TDP1 CPT
O=C(/C=C/c1ccc([N+](=O)[O-])cc1)NNC(=O)C1CC1	-2%	-2%	-5%
COc1ccc(N2CCN(Cc3cc(=O)oc4ccc5ccccc5c34)CC2)cc1	3%	?	?
Cc1ccc(SCC(=O)Nc2ccc3oc(-c4ccc(F)cc4)nc3c2)cc1	-12%	?	?
CCC(Sc1nc2ccncc2[nH]1)C(=O)Nc1cc(Cl)ccc1C (centres undefined)	2%&-5%	18µM*	29µM*
CCOC(=O)CNS(=O)(=O)c1cc(-c2nn(C)c(=O)c3ccccc23)ccc1C	7%	?	?
COc1ccccc1CNC(=O)Cc1c(C)c2c(cc(C)c3c(C)c(C)oc32)oc1=O	2%	0%	-4%
CC(C)NC(=O)c1onc(CSc2cccc(F)c2)c1C(=O)O	-1%	12%	0%
CCc1cccc(C)c1NC(=O)COC(=O)c1ccc2c(c1)S(=O)(=O)c1ccccc1C2=O	-3%	0%	3%
COc1ccc(Nc2nccc3c2ncn3C)cc1	.	-18%	-16%
COc1ccc(CN(C)c2ncnc(N)n2)cc1	-7%	-10%	7%
CC(C)(C)NC(=O)c1cc(-c2ccccc2)n[nH]1	-1%	-2%	-7%
Cc1c(C(=O)N2CCOCC2)c(S(=O)(=O)Nc2ccc(F)cc2)c(C)n1C	-8%	2%	11%
CC(=O)c1cccc(Nc2nc(-c3cccnc3)cs2)c1	-3%	?	?
O=C(NCc1ccc(F)cc1)c1ccc[nH]1	-2%	-15%	5%

(next part)
SMILES	GCN5L2 inh	TDP1 cell noCPT	DT40 TDP1 CPT
COC(=O)c1cnn(C(=O)c2ccccc2Br)c1N	1%	-5%	-14%
COc1ccc(CCNC(=O)CN2c3cccc4cccc(c34)S2(=O)=O)cc1	-8%	?	-5%
Cc1csc2nc(COC(=O)COc3ccccc3F)cc(=O)n12	5%	-2%	0%
Cc1ccccc1OCC(O)CN(CCO)Cc1ccccc1 (centres undefined)	-2%	-9%	-4%
O=C(NCc1nnnn1-c1ccc(Cl)cc1)c1ccc([N+](=O)[O-])o1	.	?	18µM*
C[C@H](CO)N1C[C@H](C)[C@@H](CN(C)S(=O)(=O)c2ccccc2)Oc2ccc(NC(=O)Cn3cnnn3)cc2C1=O	-1%	-7%	22%
O=C(Nc1ccc(S(=O)(=O)Nc2ncccn2)cc1)c1cc([N+](=O)[O-])ccc1Cl	-1%	-21%	-9%
C[C@]12C(=O)N(c3cccc(F)c3)C(=O)N1[C@H]1c3ccccc3OC[C@@H]1[C@H]2c1ccccc1	-6%	?	?
Cc1nc2c(C(=O)NCc3ccccc3Cl)cnn2c(C)c1Cc1c(F)cccc1Cl	-1%	8.2µM*	8.2µM*
O=C(CSc1nc2ccccc2o1)NC1CCS(=O)(=O)C1 (centres undefined)	3%	-9%	-10%
COC(=O)C1CCN(C(=O)COC(=O)C2CCN(S(=O)(=O)c3ccc(C)c(C)c3)CC2)CC1	-7%	-12%	-9%
O=C(Cn1ncc2c([nH]c3ccccc32)c1=O)NCC1CCN(Cc2ccc(F)cc2)CC1	0%&-12%	-3%&-16%	-2%&11%
O=C(OCC(=O)N1CCN(c2ccccc2)CC1)c1ccccc1OC(F)F	-2%	3%	-2%
CC(=NN=C(C)c1ccc(O)cc1)c1ccc(O)cc1	.	16µM*	?
CCN(CC)S(=O)(=O)c1cccc(-c2nnc(-c3ccc(C)cc3)o2)c1	-6%	-21%	?
CC(Sc1nc(-c2ccccc2)cc(C(F)(F)F)n1)C(=O)Nc1sc2c(c1C#N)CCC2 (centres undefined)	-13%	?	?
OC(Cc1ccnc2ccccc12)C(Cl)(Cl)Cl (centres undefined)	.	10µM*	?
COc1cc(NC(=O)CSc2nc(-c3cccs3)cc(C(F)(F)F)n2)cc(OC)c1OC	-3%	?	21µM*
Cc1ccc(-c2noc(CCC(=O)N3CCCc4ccccc43)n2)cc1	-9%	?	?
Cc1ccc(C(C)C)c(OCCCn2c(=O)oc3ccccc32)c1	-7%	?	?
O=C1CN(S(=O)(=O)c2ccccc2)CC(=O)N1CCc1ccccc1	-19%	-4%	-9%
O=C(NC(=S)NC1CCCCC1)c1ccc(Cl)cc1	?	-25%	?
CCOc1ccc(NC(=O)C2C3C=CC4(CN(C(C(=O)OC)C(C)C)C(=O)C24)O3)cc1 (centres undefined)	2%	-4%	?
O=c1cc(O)c2c(=O)n(Cc3ccccc3)c3ccccc3c2o1	?	23µM*	?
Cc1ccc2nc(Cl)c3cc(C(=O)N4CCCCC4C)sc3c2c1 (centres undefined)	0%	23µM*	?
COc1ccc([C@H]2CC(=O)C=C(c3ccc(Cl)c(C(F)(F)F)c3)C2)cc1OC	-12%	?	?
COc1ccccc1CNC(=O)c1ccc(-c2ccccc2Cl)o1	-11%	?	?
CN(Cc1ccco1)c1ncnc2ccc(-c3ccoc3)cc12	-23%&-9%&-27%	?	18µM*
COc1ccc(OC)c(N2C(=O)CC(C(C)c3ccccc3)C2=O)c1 (centres undefined)	-6%	-14%	-2%
CC(C)(C)NC(=O)c1cc([N+](=O)[O-])ccc1N1CCCCC1	12%	?	-13%
COc1ccc(OC)c(S(=O)(=O)N(C)CC(=O)N2CCCCC2)c1	-22%	4%	2%
Cc1ccccc1N(CC(=O)NCC1CCCO1)C(=O)C1(C)CC(=O)N=C2C=CC=CN21 (centres undefined)	-25%	4%	0%
CCN(CC)C(=O)CSc1ncnc2c1nnn2-c1ccc(OC)cc1	-8%	-6%	0%
CCOC(=O)c1ccc(NC(=O)C(C)N2C(=O)c3ccccc3C2=O)cc1 (centres undefined)	-6%	-6%	0%
CCCCOc1ccc(/C=N/NC(=O)C2CCCNC2=O)cc1 (centres undefined)	-5%	13%	2%
CSc1ccccc1NC(=O)c1cnc2scc(C)n2c1=O	-11%	-19%	?
CCCCn1c(SCC(=O)N2CCCCC2C)nc2cc(S(N)(=O)=O)ccc21 (centres undefined)	-1%	?	-29%
CN1CCN(CCOCCOc2c(Cl)cc(Cl)cc2Cl)CC1	.	16µM*	?
COc1ccc(CNC(=O)CSc2nc(-c3ccccc3)cc(-c3cccs3)c2C#N)cc1	0%	?	15µM*
CC(C)(C)C(=O)N1CCN(c2c(Cl)cccc2[N+](=O)[O-])CC1	-6%	-23%	-12%
Cc1ccc(NC(=O)COC(=O)Cn2cnc3c2c(=O)n(C)c(=O)n3C)cc1Cl	-2%	2%	-10%
COc1ccc2sc(N(CCN(C)C)C(=O)c3ccc4ccccc4c3)nc2c1	-9%	?	-25%
O=C(NCc1ccccc1)c1cc(-c2ccco2)on1	-19%	?	-23%
O=C(CSc1nc2ccccc2nc1Cc1ccccc1)N1CCCCC1	-3%	18µM*	?
O=C(CC(NC(=O)C(F)(F)F)c1ccccc1)Nc1nnc(CCc2ccccc2)s1 (centres undefined)	-15%	-20%	-2%
Cc1ccc(CN2CCC(n3nccc3NC(=O)c3ccc4c(c3)OCO4)CC2)o1	0%	-19%	-21%
COc1ccc(CN2CCNC(=O)C2CC(=O)NCc2cccc(C)n2)c(OC)c1 (centres undefined)	-4%	0%	6%
COc1ccc(CNC(=O)NC(C)(C)c2cccc(C(C)(C)NC(=O)NCc3ccc(OC)cc3)c2)cc1	0%	-22%	-15%
CCOc1ccc(N(CC(=O)NC2CCCC2)C(=O)CCC(=O)Nc2ccccn2)cc1	-2%	-13%	3%
O=c1cc(-c2cccs2)oc2ccc(Cl)cc12	0%	-1%	-12%
Cc1ccc(N2CCN(C(=O)c3ccc4c(Cl)c5c(nc4c3)CCCC5)CC2)c(C)c1	-5%	-15%	0%
Cc1ccccc1S(=O)(=O)NC(=O)C1(C)CCN1C(=O)C(C)(C)c1ccccc1 (centres undefined)	.	-20%	?
FC(F)(F)c1cccc(Cc2noc(CN3CCCC(CN4CCCC4)C3)n2)c1 (centres undefined)	3%	?	-25%
Cc1cc(F)c(F)cc1C(=O)N1CCCC1	-1%	11%	-4%
Cc1noc(C)c1S(=O)(=O)N1CCCC(C(=O)N2CCN(C3CCCCC3)CC2)C1 (centres undefined)	1%	-29%	?

Some of the compounds tested; the hit share may differ from the screen's.
